Screening results from PubChem BioAssay.
SKN-1 block – inhibitors of C. elegans SKN-1. C. elegans VP596 Pgst-4::GFP/RFP ratio, acrylamide-induced, 24 h. inhibition, % at 21.8 µM. actives 0.49% (n = 360,000). AID 624304;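 active = interference check ratio from 0.5 to 1.5 plus GFP to RFP signal ratio inhibition reaching or exceeding a fixed threshold, cut at about 30% in these data, passing the limit was not always enough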; note: some compounds called inactive have numbers as strong as hits
FAS TE block – FAS thioesterase (human) inhibition | inhibition, % at 15 µM | AID 602261 | recombinant FAS-TE, OMFH fluorogenic substrate, fluorescence endpoint | P49327 | actives 0.67% (n = 360,000);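 active = compounds whose normalised, plate-corrected inhibition of enzyme fluorescence in the single-dose primary screen is 50% or more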;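 note: 0% = DMSO with enzyme and 100% = substrate without enzyme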
bovine MsrA act – bovine methionine sulfoxide reductase A activation | purified bovine MsrA, absorbance read-out | activation, % at 10.6 µM | actives 0.3% (n = 360,000) | AID 602163; in the data active = activation above about 7.5%;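 note: 0% = vehicle and 100% = reference activator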
Rin1-Abl PPI inh – blocks binding of human Rin1 to Abl | actives 0.4% (n = 360,000) | inhibition, % at 7.35 µM | TR-FRET Rin1/Abl binding, biochemical | AID 588664; in the data active = inhibition above about 5%, passing the limit was not always enough
Target sequence (P00519 whole entry, looked up): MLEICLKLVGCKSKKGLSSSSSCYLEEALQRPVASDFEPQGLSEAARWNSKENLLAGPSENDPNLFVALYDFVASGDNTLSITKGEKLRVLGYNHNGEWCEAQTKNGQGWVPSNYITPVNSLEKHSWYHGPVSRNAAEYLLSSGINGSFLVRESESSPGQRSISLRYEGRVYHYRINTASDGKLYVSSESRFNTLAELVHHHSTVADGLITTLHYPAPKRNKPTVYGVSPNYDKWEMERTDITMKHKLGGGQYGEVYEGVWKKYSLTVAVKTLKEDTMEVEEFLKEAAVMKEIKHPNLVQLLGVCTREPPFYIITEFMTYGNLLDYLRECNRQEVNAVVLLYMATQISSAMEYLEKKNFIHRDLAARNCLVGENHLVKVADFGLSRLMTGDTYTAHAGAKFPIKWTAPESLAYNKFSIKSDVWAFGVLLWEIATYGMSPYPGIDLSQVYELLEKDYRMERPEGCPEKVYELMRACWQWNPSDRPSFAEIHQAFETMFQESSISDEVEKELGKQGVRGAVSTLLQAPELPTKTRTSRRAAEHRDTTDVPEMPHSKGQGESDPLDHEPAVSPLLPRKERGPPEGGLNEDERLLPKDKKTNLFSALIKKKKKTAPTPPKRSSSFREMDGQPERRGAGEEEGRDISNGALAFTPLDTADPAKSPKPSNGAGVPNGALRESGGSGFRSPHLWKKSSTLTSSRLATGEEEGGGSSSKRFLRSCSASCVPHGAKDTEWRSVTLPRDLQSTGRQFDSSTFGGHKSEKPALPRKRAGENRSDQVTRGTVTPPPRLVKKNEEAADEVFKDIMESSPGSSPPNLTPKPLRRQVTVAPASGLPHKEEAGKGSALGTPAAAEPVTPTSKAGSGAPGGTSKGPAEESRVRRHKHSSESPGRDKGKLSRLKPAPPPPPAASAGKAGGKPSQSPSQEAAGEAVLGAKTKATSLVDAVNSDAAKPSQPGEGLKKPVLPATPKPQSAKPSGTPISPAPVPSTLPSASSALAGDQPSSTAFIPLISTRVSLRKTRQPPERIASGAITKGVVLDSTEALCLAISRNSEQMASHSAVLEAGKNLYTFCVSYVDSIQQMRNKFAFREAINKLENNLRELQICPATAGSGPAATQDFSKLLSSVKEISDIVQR
Target sequence (Q13671 whole entry, looked up): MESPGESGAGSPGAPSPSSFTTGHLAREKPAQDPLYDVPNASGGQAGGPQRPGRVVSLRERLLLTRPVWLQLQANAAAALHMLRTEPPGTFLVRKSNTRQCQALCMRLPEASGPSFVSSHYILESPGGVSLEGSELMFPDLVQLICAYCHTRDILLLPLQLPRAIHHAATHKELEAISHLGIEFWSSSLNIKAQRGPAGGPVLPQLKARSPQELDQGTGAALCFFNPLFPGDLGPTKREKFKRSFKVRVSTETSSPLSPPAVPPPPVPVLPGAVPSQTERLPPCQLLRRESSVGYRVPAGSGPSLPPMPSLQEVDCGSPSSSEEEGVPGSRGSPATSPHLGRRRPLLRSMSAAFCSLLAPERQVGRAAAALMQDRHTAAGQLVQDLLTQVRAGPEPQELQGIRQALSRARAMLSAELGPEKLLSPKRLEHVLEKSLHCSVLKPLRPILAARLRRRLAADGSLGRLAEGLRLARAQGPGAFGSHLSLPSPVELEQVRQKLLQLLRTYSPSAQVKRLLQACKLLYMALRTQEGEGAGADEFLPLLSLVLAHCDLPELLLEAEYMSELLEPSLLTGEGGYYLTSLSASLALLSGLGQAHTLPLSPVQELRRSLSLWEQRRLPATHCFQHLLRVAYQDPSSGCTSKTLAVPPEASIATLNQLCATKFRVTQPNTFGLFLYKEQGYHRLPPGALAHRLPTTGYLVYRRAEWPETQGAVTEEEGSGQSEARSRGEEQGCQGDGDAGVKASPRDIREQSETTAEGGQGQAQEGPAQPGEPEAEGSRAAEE
NRP1-CendR mod – modulators of CendR peptide binding to human neuropilin-1; actives 0.85% (n = 360,000); O14786; FAM-RPARPAR peptide binding to NRP-1, fluorescence polarization; inhibition, % at 25 µM;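 active = inhibition or corrected inhibition above about 18%, plus a signal ratio from 0.5 to 1.5, limit read from the data, passing the limit was not always enough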; note: strong numbers were not always called active
eLon inh – E. coli protease La inhibition. P0A9M0. purified E. coli Lon protease, fluorescence polarization. inhibition, % at 7.94 µM. actives 0.42% (n = 360,000). AID 602123; in the data active = inhibition above about 13%, passing the limit was not always enough;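 note: 0% = enzyme with probe and DMSO and 100% = no enzyme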
MT1-MMP act inh – blocks activation of human MT1-MMP; P50281; HT1080 RFP-PRO-GFP cells, GFP/RFP ratio fluorescence, overnight; percent of plate control window, DMSO zero; GFP/RFP ratio change, % at 20 µM; actives 0.061% (n = 360,000); AID 651647;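 active = GFP/RFP ratio change of at least 30% with cell ATP level not reduced by more than half and red fluorescence within 50% of control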; note: strong numbers were not always called active
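Assay system – RFP-PRO-GFP reporter HT1080 cells · Compound dosing – single dose of 20 µM compound, 1% DMSO final · Incubation – overnight compound exposure at 37 °C · Measure – GFP/RFP fluorescence ratio · Benchmarks – DMSO wells and RFP-L50D-GFP cells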
MsrA inhibitor – inhibitors of bovine MsrA; purified bovine MsrA, absorbance read-out; inhibition, % at 15.5 µM; actives 0.75% (n = 360,000); in the data active = inhibition above about 4.5%;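 note: 0% = vehicle wells with enzyme and 100% = reference inhibitor wells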
Neddyl block – cullin neddylation inhibition | P61081+Q13564 | TR-FRET cullin neddylation, biochemical | calls only at 25 µM | actives 0.58% (n = 360,000) | AID 651699; in the data active = inhibition above about 36%
* = called active by the depositor; i = inactive; . = not tested or not shown; + = active, no number. Rows are unselected; overall some 4.2% were active at least once.

SMILES	SKN-1 block	FAS TE block	bovine MsrA act	Rin1-Abl PPI inh	NRP1-CendR mod	eLon inh	MT1-MMP act inh	MsrA inhibitor	Neddyl block
Cc1c(C(=O)Nc2cccc([N+](=O)[O-])c2)csc1-c1ccccc1	-18	36	-8	-3	-4	-3	-4	0.2	i
OCC1OC(Oc2c[nH]c3ccccc23)C(O)C(O)C1O (centres undefined)	14	1	-1	-1	0	-1	2	1.6	i
Cc1ccc(NC(=O)C2CCN(C(=O)c3ccccc3C)CC2)nc1	-9	-6	-2	-1	0	-12	-2	-0.7	i
CCCCCCOc1ccc(C(CC(=O)O)C(N)=O)cc1 (centres undefined)	-16	-10	-4	1	-2	-7	5	1.0	i
Cc1cc(C)nc(-n2ncc3c2CC(c2ccccc2)CC3=O)n1 (centres undefined)	-6	-3	-3	-1	6	-12	-35	1.1	i
Cc1ccc(S(=O)(=O)NC2=NCN(CCN3CCOCC3)CN2)cc1	1	-6	0	2	-3	-6	3	0.5	i
C=C1C(=O)[C@]23C[C@H]1CC[C@H]2[C@]1(C)[C@@H](OC(C)=O)CC[C@@](C)(C(=O)OC)[C@H]1C[C@@H]3OC(C)=O	19	-2	-3	3	-50	1	4	1.1	i
O=C(Nc1ccsc1C(=O)NC1CCCCC1)c1ccc(F)cc1	-4	12	-4	0	-6	3	4	0.8	i
CCOc1ccc(NC(=S)NN2CCN(C)CC2)cc1	2	-12	-1	-2	-4	-5	5	-0.1	i
Cc1cccc2cc(CN(CCc3ccccc3)C(=O)N3CCOCC3)c3nnnn3c12	-21	2	-9	1	-6	6	0	0.9	i
CCC1(c2ccccc2)NC(=O)N(CC(=O)Nc2ccccc2C(=O)NC2CCCC2)C1=O (centres undefined)	1	-3	-5	0	-1	2	2	0.2	i
COc1cccc(NC(=O)C2C3C=CC4(O3)C2C(=O)N(C2CC2)C4C(=O)NC2CCCCC2C)c1 (centres undefined)	-6	-4	-12	-2	4	-2	1	0.8	i
CCOc1ccc(-c2csc(NC(=O)CSCC(=O)O)n2)c2ccccc12	-1	-8	-6	7	-14	-7	-1	0.4	i
COc1cccc(-c2nnc(-c3ccc(C)o3)o2)c1	-16	-4	-2	-1	-12	3	-5	0.4	.
COc1ccc(CCN2C(=S)N(c3ccccc3)C(=O)C2CC(=O)O)cc1OC (centres undefined)	14	-5	-2	-1	5	-4	0	0.3	i

Three structures already listed, ordered by length of the SMILES, lowest first:
SMILES	SKN-1 block	FAS TE block	bovine MsrA act	Rin1-Abl PPI inh	NRP1-CendR mod	eLon inh	MT1-MMP act inh	MsrA inhibitor	Neddyl block
CCOc1ccc(NC(=S)NN2CCN(C)CC2)cc1	2	-12	-1	-2	-4	-5	5	-0.1	i
Cc1ccc(S(=O)(=O)NC2=NCN(CCN3CCOCC3)CN2)cc1	1	-6	0	2	-3	-6	3	0.5	i
COc1ccc(CCN2C(=S)N(c3ccccc3)C(=O)C2CC(=O)O)cc1OC (centres undefined)	14	-5	-2	-1	5	-4	0	0.3	i

Limited to Rin1-Abl PPI inh, for three of the compounds above:
compound | Rin1-Abl PPI inh
CCOc1ccc(NC(=S)NN2CCN(C)CC2)cc1 | -2
Cc1ccc(NC(=O)C2CCN(C(=O)c3ccccc3C)CC2)nc1 | -1
Cc1ccc(S(=O)(=O)NC2=NCN(CCN3CCOCC3)CN2)cc1 | 2

Remaining list, next part.
SMILES	SKN-1 block	FAS TE block	bovine MsrA act	Rin1-Abl PPI inh	NRP1-CendR mod	eLon inh	MT1-MMP act inh	MsrA inhibitor	Neddyl block
O=C(Cc1ccc(S(=O)(=O)N2CCOCC2)s1)OCc1ccc(Cl)cc1	-5	29	-1	0	-5	-15	-3	-0.4	i
Cc1ccc(NC(=O)COC(=O)C2=COCCO2)c([N+](=O)[O-])c1	-12	-3	-8	-3	7	6	3	0.2	i
Cc1cccc(NC(=O)c2ccc([N+](=O)[O-])s2)n1	-17	3	-1	-2	10	2	4	2.7	i
CC(CN1C(C)CCCC1C)OC(=O)c1ccccc1Cl (centres undefined)	2	-6	-7	1	1	-10	3	0.6	i
COc1ccc(N=C2NN=C(c3ccc4c(c3)OCCO4)CS2)cc1	3	-100	-1	0	4	2	4	0.2	i
CCC(/C=C1\Sc2ccc(OC)cc2N1CC)=C\c1sc2ccc(OC)cc2[n+]1CCCS(=O)(=O)[O-]	47	-3	-1	0	5	-13	66	0.7	i
CCCSc1nc(N)c2c3c(sc2n1)CN(C)CC3	14	-6	0	-1	-37	-17	1	.	i
CCC(C)(C)C(=O)Nc1ccc(C(N)=O)cc1	-3	-4	-7	2	18	2	2	0.6	i
O=C(CCN1CCN2CCCC2C1)N1c2ccccc2Sc2ccc(Cl)cc21 (centres undefined)	7	-5	7	-3	1	-8	-5	-0.9	i
Cc1cc(Br)c(NC(=O)CCl)c(Br)c1	3	-12	-5	0	-1	-5	-2	1.1	i
C(#CC1CCCC1)c1ccc2c(c1)COc1c3ccccc3nn1-2	11	16	0	3	0	-10	8	-0.2	i
Oc1c(C=Nc2ccccc2Cl)[nH]c2ccccc12	1	-35	-1	-3	-1	9	-34	-1.4	i
O=C(CCNS(=O)(=O)c1ccc(F)cc1)N1CCN(c2ncccn2)CC1	17	-4	0	-4	-4	6	2	-0.6	i
Cc1cccc(NC(=O)c2ccc(S(=O)(=O)N3CCCCC3C)cc2)n1 (centres undefined)	0	8	-4	3	4	-2	-5	-0.4	i
Cc1[nH]c2ccccc2c1/C=N/n1cnnc1	5	-3	-2	3	-11	-1	6	2.2	i
CN1C(=O)NC(c2ccccc2)C2=C1CN(c1ccc3ccccc3c1)C2=O (centres undefined)	-4	-1	-5	2	-23	-7	-2	-1.0	i
O=C(Nc1cc2c(cc1[N+](=O)[O-])OCCO2)c1cccnc1	-7	-5	-14	-3	-1	-5	-11	1.9	i
CSc1ncc(C(=O)O)n1-c1ccc(F)cc1	-10	-9	-6	-6	0	-1	-2	0.3	i
Clc1ccc(CNCC2CCCO2)c(Cl)c1 (centres undefined)	-12	-8	-3	2	11	-2	-4	0.4	i
CCCn1c(N)c(C(=O)CSc2nnc(C3CC3)n2C2CC2)c(=O)[nH]c1=O	-6	-10	-13	-1	4	-4	3	0.6	i
Cn1nc(C(=O)NNC(=O)c2ccccc2F)c2ccccc2c1=O	29	-7	-1	-3	11	2	4	0.1	i
O=C(Nc1ncc(S(=O)(=O)c2ccc([N+](=O)[O-])cc2)s1)c1cccc2ccccc12	14	56*	0	-1	10	-5	0	0.3	i
O=C(NCC(F)(F)F)Nc1ccccn1	-19	-3	7	-4	1	1	2	-0.1	i
Cc1ccc(-c2noc(CCC(=O)Nc3cc(C)ccn3)n2)cc1	-12	-8	-4	-2	-11	2	1	-0.9	i
O=C(c1cc(COc2c(F)cccc2F)on1)N1CC[C@@H]2CCCC[C@H]2C1	12	34	0	0	-5	-3	3	-0.2	i
COc1ccc(Cc2nnc(SCC(=O)Nc3ccccc3)[nH]c2=O)cc1	16	-9	-12	0	-1	-4	3	1.1	i
O=c1cc(Nc2ccc3c(c2)OCCO3)[nH]c(=O)n1-c1ccc(Cl)cc1	-19	-5	-1	1	7	-11	-8	0.9	i
CCn1cc(CN2CCC(C(=O)Nc3ccc(Oc4cccnc4)cc3)CC2)cn1	5	-1	-7	-1	-13	8	1	-0.4	i
Cc1cc(=O)[nH]c(SCC(=O)Nc2c(C)n(C)n(-c3ccccc3)c2=O)c1C#N	-5	-3	-1	4	6	-11	-2	0.8	i
O=Cc1cc(-c2ccccc2)[nH]c1-c1ccccc1	-1	-6	5	0	-7	-8	1	1.7	i
COc1cc(F)ccc1S(=O)(=O)NCc1cccnc1	7	-4	-2	-2	-2	-8	-3	-0.2	i
CC(=O)c1cccc(NC(=O)C2C3C=CC(C3)C2C(=O)O)c1 (centres undefined)	4	-7	-2	-3	10	4	3	0.2	i
COC(=O)c1ccccc1NC(=O)Nc1cccs1	2	-9	0	1	-24	-14	-1	0.2	i
Cc1ccc(CNC(=O)CCc2nnc(Cc3ccc(-c4ccccc4)cc3)o2)o1	-2	3	-12	8	-5	5	.	-0.6	i
O=C(/C=C/c1ccccc1)Nc1scc(-c2ccccc2)c1C(=O)O	-15	2	6	0	-6	2	2	2.9	i
O=C(COC(=O)c1cc(=O)c2ccccc2o1)Nc1ccc2ccccc2c1	-8	-4	-4	-1	-4	4	3	0.5	i
C/C(N)=C(/C#N)C(=O)COC(=O)c1cccc(C)c1O	-10	-1	-3	-4	8	3	-3	-0.3	i
COc1cc(N)ccc1Cc1ccc(N)cc1OC	2	-8	-2	-1	1	2	-1	0.7	i
O=[N+]([O-])c1cccc(NC(=S)N2CCc3ccccc32)c1	-19	27	-4	-1	6	-15	2	-0.3	i
COc1ccc(C(=O)COC(=O)c2cccnc2SC)cc1	-1	6	0	-5	13	-9	3	0.1	i
O=C1CCCC2=C1C1(O)C(=O)c3ccccc3C1(O)O2 (centres undefined)	-13	-5	-4	19*	8	-5	2	-0.8	i
Oc1ccccc1Cc1c(O)ccc2ccccc12	16	11	-3	-2	-5	5	4	-0.9	i
COc1ccc(Cl)cc1NC(=O)C(C)Sc1nncn1C (centres undefined)	15	-4	-3	0	0	5	-1	-1.0	i
CCC(C)C(NS(=O)(=O)c1ccc(C)cc1)C(=O)O (centres undefined)	-10	-12	-5	0	9	-14	-3	1.7	i
COc1ccc(NC(=O)CSc2nc3c([nH]c4ccccc43)c(=O)n2C)cc1	12	-6	-2	-4	-12	-7	1	0.2	i
COc1ccc(C=NNC(=O)c2ccccc2OCc2ccc(F)cc2)c(OC)c1	3	32	-1	1	8	0	0	0.0	+
O=S(=O)(c1ccc2nc(Cc3ccccc3)[nH]c2c1)N1CCOCC1	2	-7	-5	4	2	8	2	1.0	i
CCN(CC)S(=O)(=O)c1ccc(Cl)c(NC(=O)c2ccncc2)c1	-1	-9	5	-1	11	-2	2	0.5	i
COc1cc(C(=O)OC(C)C(=O)N2CCc3ccccc3C2)ccc1OCC(=O)N1CCOCC1 (centres undefined)	12	-5	-2	0	7	4	4	1.4	i
O=C(CSc1cn[nH]n1)Nc1cccc(C(F)(F)F)c1	5	-31	-4	4	-1	-8	1	-0.9	i
CC(C)OCCCNC(=O)c1ccc(CS(=O)(=O)Cc2ccccc2F)o1	27	-4	-1	-1	-5	-1	-5	0.6	i
O=C(COC(=O)/C=C/c1ccccc1Cl)NC(=O)NCc1ccccc1	11	0	-2	3	0	-6	0	1.6	i
O=C(NCc1ccccc1)c1ccc(COCC(F)(F)F)o1	3	-1	-1	2	10	5	-10	0.9	i
Cc1ccc([C@@H]2CC(=O)[C@@H]3CN(S(=O)(=O)c4ccc(C)cc4)[C@H](c4ccccc4)C[C@@H]3N2S(=O)(=O)c2ccc(Cl)cc2)cc1	1	20	-3	5	-10	-11	-1	0.7	i
CCOc1ccccc1CN(CCc1ccc2c(c1)OCO2)Cc1ccccn1	-2	5	-5	0	-2	0	5	-0.5	i
Cc1cccc(Oc2ncnc(N)c2[N+](=O)[O-])c1	-10	-10	-7	1	-6	5	0	-0.4	i
Cc1cc(Cl)cc(Cl)c1OCCCCN(C)C	4	-10	-7	2	8	-3	1	-0.4	i
CC(=O)Nc1ccc(-c2csc(NCc3ccco3)n2)cc1	11	-2	1	-2	12	-8	-4	-0.7	i
On1c(-c2ccccc2Cl)nc2ncccc21	-6	-7	-1	-1	-4	2	1	-0.1	i
Cc1cc(C(=O)N/N=C/c2ccc(N(C)C)cc2)c2ccccc2n1	-3	-7	-6	-3	3	-1	-9	2.6	i
NC(=O)CSc1nnc(COc2ccccc2)n1CCc1ccccc1	1	-3	-6	2	-3	8	-4	1.8	i
Cc1cccc(NC(=O)c2ccc3c(c2)C(=O)N(c2ccccc2C)C3=O)n1	43*	0	-2	5	-12	-4	-2	-0.1	i
COC(CNC(=O)c1ccc2c(c1)ncn2-c1cccc(F)c1)OC	14	-8	-3	-1	2	2	0	0.9	i
